MgcRacGAP inhibition: MgcRacGAP GTPase-activating activity inhibitors, confirmation, biochemical, ADP Hunter fluorescence. MgcRacGAP-stimulated Rac1 GTP hydrolysis, ADP Hunter fluorescence; higher % means a stronger effect; GST-tagged Rac1 F28L mutant substrate. inhibition, % at 30 µM, or IC50 in µM where a hit was titrated. 340,000 tested, 0.6% active;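 active = first-screen hits whose inhibition reached a set limit at any dose in the follow-up dose series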;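 note: fluorescence reports GDP produced by GAP-driven GTP hydrolysis; strong numbers were not always called active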
KOR beta-arrestin-1: KOR antagonists, beta-arrestin recruitment, cell-based, luminescence, uHTS (AID 1778). KOR beta-arrestin recruitment, luminescence, antagonist mode; higher % means a stronger effect. inhibition, % at 10 µM; hits with a dose series show IC50 in µM. 290,000 tested, 0.091% active; in the data active = inhibition above about 50%; note: strong numbers were not always called active
GPR55 beta-arrestin: selective activators of receptor GPR55 – imaging, U2OS cells, beta-arrestin-GFP redistribution, primary screen (AID 1961); 290,000 tested, 0.048% active; U2OS GPR55 beta-arrestin-GFP redistribution imaging; higher % means a stronger effect; activation, % at 10 µM, or EC50 in µM where a hit was titrated;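 active = activation above 40% with more than 50 cells counted in the well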;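 note: U2OS osteosarcoma cells stably expressing GPR55 and beta-arrestin-GFP; plate controls were DMSO negative control for no effect and LPI positive control for full effect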
GPR35 arrestin U2OS: GPR35 antagonists blocking zaprinast-driven arrestin recruitment, primary screen, imaging, U2OS, beta-arrestin-GFP, zaprinast agonist (AID 2058); U2OS GPR35 beta-arrestin-GFP translocation imaging, zaprinast antagonism; higher % means a stronger effect; one-dose inhibition, % at 10 µM; IC50 in µM for titrated hits; 290,000 tested, 0.052% active;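 active = inhibition of at least 50% with at least 30 cells and total cytoplasm GFP at most 10,000,000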
GPR55 antagonists: GPR55 antagonists blocking LPI-driven arrestin recruitment, primary screen, imaging, U2OS, beta-arrestin-GFP, LPI agonist (AID 2013); U2OS GPR55 beta-arrestin-GFP translocation imaging, LPI antagonism; higher % means a stronger effect; 290,000 tested, 0.13% active; inhibition, % at 10 µM; hits with a dose series show IC50 in µM;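 active = spots per cell inhibited over 60%, with over 100 cells counted and total cytoplasm intensity under 500,000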;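 note: U2OS cells stably carrying GPR55 and arrestin-GFP stimulated by 5 µM LPI near EC80; imaged beta-arrestin-GFP aggregate spots per cell after agonist stimulation; plate controls were LPI-stimulated DMSO wells for no effect and DMSO wells without LPI for full effect; some results filed as inactive read as strong as hits; confirmed hits need IC50 under 10 µM and bright autofluorescent wells are also inconclusive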
NOD1 inhibition: inhibition of NOD1-driven NF-kB reporter – cell-based, luminescence, uHTS, primary screen (AID 1578); inhibition, % at 4 µM, or EC50 in µM where a hit was titrated; NOD1-driven NF-kB luciferase reporter cells, luminescence; higher % means a stronger effect; 290,000 tested, 1% active; in the data active = inhibition mostly above about 36%, no sharp cut-off; inactive = mostly below about 34%;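 note: HEK-293T reporter cells stimulated with the NOD1 agonist gamma-tri-DAP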
UTI89 phage lysis: inhibition of K1F phage lysis, E. coli UTI89, bacterial capsule biogenesis inhibitors, alamar blue (AID 488966); E. coli UTI89 K1F phage lysis, alamar blue, 2 h; higher % means a stronger effect; inhibition, % at 100 µM; hits with a dose series show IC50 in µM; 340,000 tested, 0.02% active;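 active = phage lysis inhibition, versus mean bacterial control, above a set limit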;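 note: capsule biogenesis inhibitors block K1F phage lysis so surviving cells raise fluorescence; higher fluorescence means more inhibition of phage lysis; actives were called in the ten point dose series up to 300 µM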
NTR1 ag: agonists of NTR1, primary screen, imaging, U2OS cells, beta-arrestin-GFP, high content (AID 493036); activation, % at 20 µM; 330,000 tested, 0.17% active; P30989; NTR1-U2OS beta-arrestin-GFP spot imaging, agonist mode;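 active = activation at or above 40% of the spot to cytoplasm intensity ratio, with at least 20 cells analyzed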;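 note: 0% = DMSO without peptide and 100% = 100 nM NTR1 peptide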
Target sequence (P30989 whole entry, looked up): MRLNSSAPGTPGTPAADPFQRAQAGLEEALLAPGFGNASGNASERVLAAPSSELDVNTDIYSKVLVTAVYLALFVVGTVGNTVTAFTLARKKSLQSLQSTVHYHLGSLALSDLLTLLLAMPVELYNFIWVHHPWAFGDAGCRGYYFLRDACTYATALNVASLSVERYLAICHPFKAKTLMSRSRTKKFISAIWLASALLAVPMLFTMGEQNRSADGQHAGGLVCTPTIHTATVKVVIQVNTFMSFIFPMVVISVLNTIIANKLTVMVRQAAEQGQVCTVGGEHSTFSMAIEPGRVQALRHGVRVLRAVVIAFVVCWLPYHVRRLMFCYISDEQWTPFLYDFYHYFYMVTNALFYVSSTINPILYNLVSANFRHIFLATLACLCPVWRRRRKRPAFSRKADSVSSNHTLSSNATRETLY
KOR beta-arrestin-2: KOR agonists, beta-arrestin recruitment, primary screen, cell-based, luminescence, uHTS (AID 1777) | KOR beta-arrestin recruitment, luminescence; higher % means a stronger effect | activation, % at 10 µM, or EC50 in µM where a hit was titrated | 280,000 tested, 0.02% active; in the data active = activation above about 50%, passing the limit was not always enough; note: a part of the inactive calls stands beside numbers as strong as those of hits
NTR1 ag cell count 20 µM: also measured in NTR1 ag; calls as there; cell count; measured here: cell count, cytotoxicity flag
* marks the source's active call; other numbers are inactive results; x = not tested or not shown; [ ] = another dose, or the depositor's remark. These rows are one share of the data; rates above refer to the full screens.

SMILES	MgcRacGAP inhibition	KOR beta-arrestin-1	GPR55 beta-arrestin	GPR35 arrestin U2OS	GPR55 antagonists	NOD1 inhibition	UTI89 phage lysis	NTR1 ag	NTR1 ag cell count 20 µM	KOR beta-arrestin-2
C/C(CCc1ccccc1)=N\NC(=O)CC(=O)NCCc1ccccc1	6%	-6%	-0.2%	16%	3%	-25%	2.1%	0.6	51	1.9%
Cc1cc(C(=O)N/N=C/c2cc(Br)cc([N+](=O)[O-])c2O)c2ccccc2n1	2%	10%	-0.3%	-23%	-10%	4%	-10%	-1.9	64	0.0%
CNC(=O)C(Sc1ccccc1)c1ccccc1 (stereo not drawn)	7%	0%	-0.2%	15%	10%	2%	0.8%	6.5	82	3.3%
CCOC(=O)CSc1nc2ccccc2n1C(=O)OCC	3%	4%	-0.1%	-3%	26%	-37%	5.0%	1.7	61	0.7%
CCCC(=O)Oc1cccc(C2NC(=O)c3ccccc3O2)c1 (stereo not drawn)	6%	17%[20 µM]	0.0%	-7%	-3%	-27%	-0.3%	-0.5	75	-3.2%
O=C(Nc1nc(COc2ccccc2)cs1)C12CC3CC(CC(C3)C1)C2	5%	6%	-0.1%	2%	13%	1%	3.8%	9.6	54	-1.8%
COC(=O)c1ccc2c(=O)n(CCN3CCOCC3)c(SCC(=O)Nc3ccc(OC)cc3OC)nc2c1	-9%	-12%	-0.2%	47%	14%	-1%	0.3%	0.8	50	-3.5%
CCCOc1ccc2c(=O)c(-c3cc(C(=O)OC)oc3C)c(C)oc2c1	1%	-43%	13%	18%	2%	30%	0.1%	0.4	56	2.3%
CCCC(CCC)C(=O)Nc1cccc(C(=O)O)c1	7%	-14%	-0.1%	3%	-4%	-4%	-0.6%	3.9	69	5.4%
O=C(O)c1ccc2c(c1)C(=O)N(Cc1ccccc1)C2=O	9%	3%	0.7%	-9%	-4%	-52%	0.6%	-2.0	91	-0.2%
Cc1ccccc1Nc1nc(-c2sc(NC(=O)c3ccc([N+](=O)[O-])cc3)nc2C)cs1	x	-19%	0.0%	-4%	-4%	-5%	x	-2.0	88	0.8%
COc1ccccc1CC(=O)Nc1ccc(C(=O)N2CCCCC2)cc1	5%	12%	0.0%	3%	9%	-33%	3.4%[50 µM]	-0.5	57	-1.5%
Cc1c(C)n(CCC#N)c2ccccc12	9%	-10%	0.8%	-2%	0%	-14%	0.2%	1.8	40	-0.6%
Cc1ccc(CS(=O)Cc2ccc(C(=O)NCCc3ccccc3)o2)cc1 (stereo not drawn)	-7%	-2%	-0.1%	11%	-3%	1%	0.2%	0.4	61	-0.8%
O=C(CSc1nc(C2CC2)nc2c1cnn2-c1ccccc1)Nc1c[nH]c(=O)[nH]c1=O	x	-50%	-0.5%	2%	1%	10%	x	2.5	43	4.6%
CC1(C)CCC(=O)N2CC[C@H]3C[C@H](OC(=O)Nc4ccc5c(c4)OCO5)C[C@@H]1[C@H]32	12%	7%[20 µM]	0.6%	-1%	3%	-10%	0.1%	1.1	87	-3.1%
CC(C)(C)c1cc(NC(=O)Nc2ccccc2)no1	8%	-4%	0.6%	-4%	10%	-21%	0.1%	4.0	51	0.2%
C=CCn1c(=NC(=O)C2CC2)sc2cc(NC(C)=O)ccc21	10%	-35%	-0.1%	-1%	1%	-19%	-0.6%	-2.9	60	-3.1%
COc1ccc(/C=N/NC(=O)c2c(-c3ccccc3)noc2C)cc1[N+](=O)[O-]	7%	-20%	-0.1%	2%	-3%	-16%	1.2%[50 µM]	1.2	70	2.1%
Cc1ccc(NC2CCCN(C(=O)CSc3ccccn3)C2)cc1C (stereo not drawn)	17%	2%	0.2%	-3%	-1%	-28%	-0.1%	0.1	74	0.9%

Copied from the list:
MgcRacGAP inhibition with C=CCn1c(=NC(=O)C2CC2)sc2cc(NC(C)=O)ccc21 = 10%
NOD1 inhibition with C/C(CCc1ccccc1)=N\NC(=O)CC(=O)NCCc1ccccc1 = -25%

Continuation.
SMILES	MgcRacGAP inhibition	KOR beta-arrestin-1	GPR55 beta-arrestin	GPR35 arrestin U2OS	GPR55 antagonists	NOD1 inhibition	UTI89 phage lysis	NTR1 ag	NTR1 ag cell count 20 µM	KOR beta-arrestin-2
COc1ccccc1C(=O)NNC(=O)C(=O)NC(C)C	4%	22%[20 µM]	-0.2%	4%	-4%	-18%	-2.8%	-0.7	32	x
O=C(c1ccco1)N1CCN(C(=S)Nc2ccccc2Cl)CC1	6%	-2%	0.0%	6%	7%	-39%	0.1%	-0.7	62	1.5%
Cn1cc(Br)c(C(=O)NNC(=O)c2ccc(Br)cc2)n1	4%	-20%	-0.2%	-4%	-2%	-27%	-8.3%	x	x	9.5%
C#CCOCCOCCOCCNc1nc(N2CCN(C(=O)Cn3cc(CCCCN)nn3)CC2)nc(N2CCN(C(=O)[C@H](C)n3cc(CCCN=C(N)N)nn3)CC2)n1	x	-10%	-0.3%	-11%	-1%	-31%	x	-0.3	68	-0.8%
Cn1cnnc1SCc1ccc(-c2ccc(Br)cc2)o1	15%	6%	-0.1%	-4%	9%	7%	-0.6%	1.5	42	-5.4%
Clc1ccc(OCCN2CCOCC2)cc1Cl	19%	-3%	-0.1%	13%	-4%	-27%	7.5%	36	92	110%
Cc1cccc(OCc2nc(C#N)c(N3CC(C)CC(C)C3)o2)c1 (stereo not drawn)	0%	-8%	-0.2%	1%	0%	-3%	4.3%	-1.9	67	1.0%
O=S(=O)(Cc1ccc(Cl)cc1)NCc1cccnc1	x	-27%	-0.2%	-4%	1%	-8%	x	1.1	78	2.1%
O=C(O)CCC(=O)Nc1cccc(-c2nc3ccccc3o2)c1	-10%	-1%	-0.2%	-3%	-10%	-36%	1.2%	0.5	50	-0.7%
O=C(CN(C(=O)c1ccccc1)N1C(=O)CCC1=O)c1cccs1	15%	13%	-0.1%	0%	8%	-17%	0.2%	1.2	43	1.1%
Clc1ccc2nc3c4ccccc4cnn3c2c1	13%	-20%[20 µM]	-0.1%	3%	10%	-31%	-0.1%	0.6	72	-3.4%
COc1ccc(/C=C/C(=O)N(C)C2CCCCC2)cc1Br	2%	-41%[20 µM]	0.1%	-6%	-1%	-41%	10%	4.4	67	-0.6%
CCCCSc1nc(N)c(NC(=O)c2ccco2)c(=O)[nH]1	5%	18%	0.2%	0%	8%	-25%	-0.1%	-0.1	93	-1.9%
COc1ccc(Cc2nnc(NC(=O)C(C)C)s2)cc1	5%	10%	-0.1%	-3%	-2%	-3%	2.4%	-0.1	42	4.5%
Cc1ccc2nc(NC(=O)CCCc3nc4ccccc4s3)sc2c1	10%	-21%	-0.2%	8%	1%	-29%	0.2%	0.5	38	-5.2%
OC(COc1ccc(OCC(O)CN2CCCCCC2)cc1)CN1CCCCCC1 (stereo not drawn)	6%	6%	-0.1%	9%	13%	13%	1.6%	-1.1	57	4.4%
CN1CCCN(S(=O)(=O)c2cccc(C#N)c2)CC1	17%	-8%	0.6%	-12%	-7%	19%	0.1%	-0.7	44	0.6%
Cc1c(NC(=O)C(C)OC(=O)c2sc3ccccc3c2Cl)c(=O)n(-c2ccccc2)n1C (stereo not drawn)	9%	0%	0.0%	-11%	7%	-35%	2.5%	-1.4	30	4.8%
CSc1nc(C)c(Cl)c(C)c1C#N	3%	-9%	-0.1%	3%	3%	-2%	0.0%	-2.8	77	-0.2%
Cc1ccc(C)c(NS(=O)(=O)c2cc(C(=O)NCc3ccccn3)ccc2Cl)c1	2%	-43%	-0.1%	7%	4%	-10%	5.5%	0.8	71	5.5%
Cc1ccc(C(=O)N2CCN(c3ccc(NC(=O)c4ccc(Br)o4)cc3)CC2)cc1	8%	-9%	-0.1%	2%	2%	5%	-0.5%	2.9	36	-3.0%
Cc1ccc(NC(=O)c2ccccc2OCC(=O)Nc2cccc(Cl)c2C)nc1	x	-16%	-0.2%	-10%	4%	-29%	x	2.1	49	-0.8%
O=[N+]([O-])c1cccc(NC(=S)N2CCN(c3ccccn3)CC2)c1	8%	-9%	-0.1%	-6%	7%	-15%	0.2%	-0.4	70	3.8%
Cc1ccc(C2CC(C(F)F)n3ncc(C(=O)Nc4cnn(Cc5ccccc5C)c4)c3N2)cc1 (stereo not drawn)	12%	-6%	0.3%	-14%	19%	-43%	-0.6%	11	41	-4.0%
CCN(CC)S(=O)(=O)c1ccc(N2C(=O)CC2(/C=C/c2ccccc2)C(=O)NC2CCCC2)cc1 (stereo not drawn)	4%	1%	-0.1%	-11%	5%	-1%	1.4%[50 µM]	0.8	50	-2.0%
CCOC(=O)CSc1nc2c(c(=O)n1-c1ccc(OCC)cc1)SCC2	18%	7%	-0.2%	-6%	5%	-7%	0.0%	0.0	49	8.8%
COc1cccc(-c2nc(CS(=O)CC(=O)NCc3ccc(F)cc3)c(C)o2)c1 (stereo not drawn)	-1%	-12%	0.6%	-12%	-4%	-8%	-0.1%	-1.1	65	4.7%
COc1ccc(C2CC(c3cccs3)=NN2C(=O)COC(=O)c2cc3ccccc3cc2O)cc1OC (stereo not drawn)	0%	-6%	0.0%	2%	3%	-10%	0.0%	-1.1	57	1.5%
Cc1cc(Cl)ccc1OCC(=O)n1cc(C(=O)c2cc(Cl)ccc2O)cn1	x	-12%[20 µM]	-0.1%	-9%	6%	43%	x	1.5	84	-1.3%
Cc1ccc(C(=O)c2cnc3cc4c(cc3c2S(=O)(=O)c2ccccc2)OCCO4)cc1	7%	7%	-0.2%	-6%	-3%	x	5.7%	0.5	39	-5.5%
O=C(CCC(=O)Nc1cccc([N+](=O)[O-])c1)N/N=C/c1cccs1	5%	-14%	0.2%	-2%	-1%	-16%	1.3%[50 µM]	-0.6	63	4.9%
CCn1c(SCc2cccc(OC)c2)nc2ccccc2c1=O	-1%	-7%	-0.1%	7%	0%	0%	0.3%	5.9	39	-1.2%
Cc1cccc(C)c1NC1=C(Cl)C(=O)OC1OC(C)C (stereo not drawn)	5%	10%	0.3%	-10%	-3%	-22%	5.8%	3.4	52	19%
O=c1oc2ccccc2cc1-c1cn2cccnc2n1	-2%	-3%	-0.1%	4%	10%	-56%	-0.4%	-0.5	80	0.8%
Cn1c(SCC(=O)C(C)(C)C)nnc1-c1cccnc1	9%	-19%	0.6%	6%	-6%	-13%	0.8%	0.6	77	-1.7%

Screens from PubChem.
